Mdm2 ligase inh – inhibitors of human Mdm2 E3 ubiquitin ligase; AID 1230; cell-based MDM2 ubiquitination luciferase reporter, 2 h; 0 = plate control, 100 = twice control, blank-subtracted; hit rate 0.11% among 210,000; Q00987; signal enhancement, % at 5 µM;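 active means signal enhancement of 30% or more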;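 further: luminescence tracks abundance of the self-degrading MDM2-luciferase fusion protein; higher signal means inhibition of MDM2 E3 ligase activity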
Target sequence (Q00987 whole entry, looked up, the tested form may be a part): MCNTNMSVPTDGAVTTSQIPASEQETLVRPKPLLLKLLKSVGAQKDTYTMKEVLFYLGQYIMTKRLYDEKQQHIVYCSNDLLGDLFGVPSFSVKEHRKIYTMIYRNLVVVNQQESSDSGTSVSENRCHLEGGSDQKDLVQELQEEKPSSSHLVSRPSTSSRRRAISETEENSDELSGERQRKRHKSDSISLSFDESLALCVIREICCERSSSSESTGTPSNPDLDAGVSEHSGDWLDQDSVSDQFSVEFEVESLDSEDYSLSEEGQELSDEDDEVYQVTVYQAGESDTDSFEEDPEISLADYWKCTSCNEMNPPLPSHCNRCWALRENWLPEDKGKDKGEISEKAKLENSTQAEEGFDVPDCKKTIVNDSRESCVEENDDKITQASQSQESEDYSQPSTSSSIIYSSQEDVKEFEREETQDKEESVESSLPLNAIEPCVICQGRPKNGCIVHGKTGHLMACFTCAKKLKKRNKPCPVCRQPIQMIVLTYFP
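system = mammalian cells stably expressing self-ubiquitinating, self-degrading MDM2 E3–luciferase fusion | quantity = 2000 cells per well seeded | incubation = 4 h cell settling then 2 h compound exposure, 37 °C | signal = SteadyLite luminescence, 15 min reagent step | benchmarks = plate control and blank wells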
NPY-Y2 PAM-ag – human NPY-Y2 potentiation or agonism, primary screen. hit rate 0.45% among 220,000. activation, % at 3.6 µM. cells expressing NPY-Y2, potentiator/agonist read-out; in the data active means activation above about 27%;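 further: cells stimulated with NPY near EC25 plus isoproterenol at EC100; 0% = vehicle plus submaximal agonist and 100% = vehicle plus saturating agonist; some results beyond the cut were filed as inactive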
NPY1 pot ag – potentiates or activates human NPY-Y1 receptor | activation, % at 3.6 µM | P25929 | NPY-Y1 expressing cells, potentiator/agonist activation | hit rate 0.37% among 220,000 | AID 1304; in the data active means activation above about 33%, passing the limit was not always enough;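 further: cells stimulated with NPY at EC10 then isoproterenol at EC100; 0% = low agonist plus stimulus and 100% = saturating agonist plus stimulus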
Target sequence (P25929 whole entry, looked up): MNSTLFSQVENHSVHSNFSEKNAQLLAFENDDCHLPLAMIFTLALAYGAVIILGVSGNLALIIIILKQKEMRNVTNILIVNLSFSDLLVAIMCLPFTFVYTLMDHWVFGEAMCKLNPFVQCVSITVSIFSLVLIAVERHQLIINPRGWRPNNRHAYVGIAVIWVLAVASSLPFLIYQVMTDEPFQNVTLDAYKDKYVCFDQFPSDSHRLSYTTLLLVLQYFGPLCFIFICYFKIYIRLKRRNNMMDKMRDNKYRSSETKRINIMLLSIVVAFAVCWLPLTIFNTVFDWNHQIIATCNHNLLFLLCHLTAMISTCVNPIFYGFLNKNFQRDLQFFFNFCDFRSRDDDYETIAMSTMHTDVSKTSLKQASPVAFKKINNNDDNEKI
NPY-Y1 antag – antagonists of human neuropeptide Y receptor Y1; P25929; HEK293-CNG Y1 cells, membrane potential fluorescence; NPY at EC95, then isoproterenol; inhibition, % at 3.6 µM; hit rate 1% among 200,000; AID 1040;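 active means inhibition above the campaign mean inhibition of all tested compounds plus 3 SD, cut at about 20% in these data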;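 further: 0% = DMSO wells given NPY plus isoproterenol and 100% = isoproterenol alone without NPY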
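Test system: HEK293 cells co-expressing NPY Y1 receptor and cyclic-nucleotide gated channel; Also added: NPY (25 nM), isoproterenol (1 µM), Ro 20-1724 (25 µM); Compound dosing: one concentration, 3.6 µM, in 0.4% DMSO; Timing: dye 3 h, compound 60 min room temperature, stimulation 45 min; Technique: Membrane-potential fluorescent dye readout.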
Runt-CBFb FRET – blocks binding of human RUNX1 Runt domain to CBFb; Q01196+Q13951; Cerulean-Runt/Venus-CBFb FRET ratio 530/480, 1 h; inhibition, % at 20 µM; hit rate 0.46% among 220,000;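 active means inhibition over about 50% at 20 µM in the single-dose screen, limit read from the data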;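 further: 0% = DMSO wells and 100% = excess unlabeled CBFb competitor control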
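test system = Cerulean-Runt domain fusion protein, energy donor | probe or stimulus = Venus-CBFb binding partner, 100 nM | incubation = two 1 h room-temperature incubations shielded from light | detection = fluorescence energy transfer, 422 nm excitation, 530/480 nm emission | measure = loss of energy transfer signal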
p97 ATPase inh – blocks human p97 ATPase activity. P55072. recombinant p97 ATPase, Kinase-Glo ATP luminescence, 3 h. inhibition, % at 8 µM. hit rate 0.42% among 220,000; in the data active means inhibition above about 15%;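 further: 0% = DMSO vehicle and 100% = wells lacking enzyme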
Hck Nef HTS – human Hck-Nef kinase inhibition; P08631; Recombinant Hck-YEEI plus Nef, Z-Lyte FRET kinase assay; inhibition, % at 20 µM; hit rate 0.68% among 220,000; AID 463187;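 active means Hck-Nef kinase inhibition above about 50%, limit read from the data; inactive means inhibition below that limit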;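 further: 0% = DMSO with Hck plus Nef and 100% = Hck alone without Nef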
RBBP9 inh – human RBBP9 hydrolase inhibition | O75884 | recombinant RBBP9, FP-Rh probe fluorescence polarization | inhibition, % at 7.94 µM | hit rate 0.2% among 220,000 | AID 1515;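 active means inhibition above the campaign mean of all tested compounds plus 3 SD, cut at about 14% in these data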;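 further: plate controls were DMSO wells with RBBP9 for no effect and wells lacking RBBP9 protein for full effect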
Target sequence (O75884 whole entry, looked up): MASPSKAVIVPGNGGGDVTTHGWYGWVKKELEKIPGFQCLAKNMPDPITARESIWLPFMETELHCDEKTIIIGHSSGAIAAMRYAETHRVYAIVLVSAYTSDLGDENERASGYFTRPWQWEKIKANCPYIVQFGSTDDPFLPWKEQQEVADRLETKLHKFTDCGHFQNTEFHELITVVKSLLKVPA
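Assay system: recombinant human RBBP9; Reagent: Serine-hydrolase probe FP-Rh, 375 nM pre-mixing; Doses: 7.94 µM single dose, 0.794% DMSO; Incubation: 30 min then 45 min, 25 °C; Detection: fluorescence polarization (mP), excitation 525 nm, emission 598 nm; Evaluation: percent inhibition from mP, scaled between DMSO and no-protein wells.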
Runt-SMMHC FRET – Runt domain-CBFb-SMMHC interaction inhibition. Q01196+Q13951. Cerulean-Runt/Venus-CBFb-SMMHC FRET ratio 530/480, 1 h. inhibition, % at 20 µM. hit rate 0.74% among 220,000. AID 1434;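 active means mean inhibition across duplicate retests at 20 µM reaching about 50%, limit read from the data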;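 further: 0% = DMSO wells and 100% = wells with excess untagged CBFb-SMMHC; inhibitors lower the FRET ratio by blocking Runt binding to CBFb-SMMHC; some results filed as inactive read as strong as hits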
An asterisk follows results filed as active; · = not tested or not shown.

SMILES	Mdm2 ligase inh	NPY-Y2 PAM-ag	NPY1 pot ag	NPY-Y1 antag	Runt-CBFb FRET	p97 ATPase inh	Hck Nef HTS	RBBP9 inh	Runt-SMMHC FRET
Cc1cccc(C)c1NC(=O)/C(C#N)=C/c1ccsc1	-1.1	-5.4	-21.9	-2.3	3.6	2.5	3.0	3.2	3.5
COc1cccc(Nc2nc(N)c([N+](=O)[O-])c(NCc3ccco3)n2)c1	-8.8	11.5	0.7	·	0.2	-4.4	20.8	-15.7	-0.4
O=C(Nc1ccccc1-c1nc2ccccc2s1)c1cccnc1Cl	-37.7	-26.6	-7.2	-0.9	-3.7	1.2	3.1	-7.9	2.2
Oc1ccc(Cl)cc1C=Nc1ccccc1Br	-7.1	-2.1	8.1	0.3	-2.0	-1.4	2.3	-8.4	-19.2
CC12CN3CC(C)(CN(C1)C3c1ccc3c(c1)OCO3)C2=O (configuration not stated)	-22.3	-6.2	-2.7	5.7	0.9	-3.8	-11.6	-6.3	-0.4
O=C(NC1(C(F)(F)F)NC(=O)N(Cc2ccco2)C1=O)c1cccs1 (configuration not stated)	-10.1	0.4	7.0	-0.1	3.9	2.9	0.0	-5.6	3.2
Cc1cc(S(=O)(=O)NC2CCCCC2)ccc1OCC(=O)NCc1cccnc1	-6.7	0.5	4.7	-0.5	0.3	2.1	7.5	-0.2	3.6
N#CCOc1ccc2oc(-c3ccco3)cc(=O)c2c1	-9.8	11.9	1.2	-3.8	3.6	0.5	4.0	-2.6	-5.6
O=C(N/N=C/c1ccc(OCc2ccccc2)cc1)c1cccs1	-19.2	-12.8	9.3	-2.2	-5.0	6.6	0.2	-6.8	-5.9
Cc1ccc(C2C(C#N)=C(N)OC3=C2C(=O)CCC3)s1 (configuration not stated)	-0.7	1.6	3.1	9.4	7.8	4.1	14.9	0.3	-3.9
O=C(Nc1ccccc1)n1cc(-c2ccccn2)c(N2CCOCC2)n1	-0.3	8.7	6.0	6.8	-0.7	1.1	18.3	-1.6	-6.7
O=C(COc1ccccc1C(=O)N/N=C\c1ccc(O)c(O)c1)N/N=C/c1ccc(O)c(O)c1	2.4	-9.7	5.1	2.0	12.1	18.7*	19.2	-11.8	1.3
Cc1cc(C(F)F)n2nc(C(=O)Nc3ccc(F)cc3F)nc2n1	-13.3	6.6	-11.6	-1.9	-0.5	2.1	2.2	4.7	-4.0
Clc1cnc(N/N=C/c2cccs2)c(Cl)c1	-2.2	-5.3	24.7	-4.4	-1.4	0.9	1.5	0.7	2.1
Cc1ccc(-c2nc3ccccc3o2)cc1NC(=O)Cc1cccs1	-15.2	5.7	-17.0	-1.8	-2.6	1.6	2.6	2.3	-7.9
Cc1noc(C)c1CSc1nc2sc3c(c2c(=O)n1C)CCCC3	-18.3	6.6	-34.6	12.7	-7.8	-2.1	20.9	8.1	-2.2
O=[N+]([O-])c1cc(-c2ncccn2)c([N+](=O)[O-])s1	3.9	-8.0	-7.7	3.4	5.2	1.8	7.3	-0.9	1.1
CCn1c(N2CCN(C(=S)NCCc3ccccc3)CC2)nc2ccccc21	-11.7	-7.3	-11.5	1.0	-1.3	-1.4	-0.2	-3.2	-2.7
O=C(CSc1nnc2c(Cl)cc(C(F)(F)F)cn12)N(Cc1ccccc1)Cc1ccccc1	-11.7	1.4	7.8	-0.4	-5.2	-8.2	-7.7	0.0	1.7
CCOC(=O)C(=O)Nc1nc(-c2ccccc2)c(-c2ccccc2)o1	-17.6	8.1	-2.5	5.9	-0.3	-7.4	-1.9	-16.3	2.6
Cc1cc(C)cc(NC(=S)N(Cc2ccc(Br)cc2)Cc2ccc(C(=O)O)cc2)c1	-16.0	-23.3	16.1	-6.0	-10.2	5.2	1.7	-6.0	-4.2
Brc1c(NC2=NCCN2)ccc2nccnc12	·	2.4	16.1	-1.7	-6.3	3.9	-4.9	-2.1	-23.1
Cc1ccc(C(=O)CCC(=O)Nc2ccc(Cl)c(S(=O)(=O)Nc3cccc(Cl)c3)c2)cc1	-6.8	-10.5	2.6	-2.5	-1.6	-1.4	5.8	-5.5	-0.9
CCn1c(C)nc2cc(C(=O)NNS(=O)(=O)c3c(C)c(C)cc(C)c3C)ccc21	1.3	5.0	9.8	2.1	-1.2	-2.2	0.5	-10.6	-0.8
CCOC(=O)Cc1cc(=O)[nH]c(/N=C(/NC(=O)c2ccccc2)Nc2ccccc2C(F)(F)F)n1	-0.7	-4.1	-8.1	3.3	-3.6	1.7	-0.5	-0.1	0.7
O=C(N/N=C/c1cc2c(cc1Br)OCO2)C1COc2ccccc2O1 (configuration not stated)	-5.1	10.4	-20.4	4.4	-1.6	6.0	19.2	-6.0	-0.8
CCCC(C)NC(=O)COC(=O)c1ccccc1SCC(=O)NC(C)CCC (configuration not stated)	1.5	8.4	12.0	1.3	-1.1	3.6	10.1	-6.4	-0.3
CCc1n[nH]c2c1C(=O)CC(C)(C)C2	-8.5	5.8	-18.1	5.6	1.8	2.2	4.1	-3.8	1.2
CN(N)C(=S)Nc1ccc(F)cc1	-2.5	-10.1	5.8	0.7	0.8	2.4	-4.4	1.2	1.8
C=CCOC(=O)CCC(=O)Nc1cccc2ccccc12	-9.7	5.3	11.7	-3.9	0.5	1.4	-1.9	3.0	4.4
Cc1ccc(-n2c(-c3cc(C)n(C)n3)n[nH]c2=S)cc1	-13.3	-0.1	4.2	6.4	5.2	-3.1	-0.3	-4.6	12.2
COC(=O)c1ccccc1NC(=S)NC(=O)CC(C)C	-16.1	2.2	12.9	2.7	-1.0	10.2	0.6	5.3	3.4
CSc1nccc(-c2nn(-c3ccc(C)cc3)ccc2=O)n1	-14.3	-16.5	-0.6	0.0	-1.1	1.2	1.1	10.7	3.6
COC(=O)C1=C(C)N=c2s/c(=C3\C(=O)Nc4ccccc43)c(=O)n2C1c1ccccc1 (configuration not stated)	-10.9	9.4	18.2	1.6	-6.7	3.8	4.2	-4.5	-3.8
CC(C)Oc1ccc(/C=N/NC(=O)C(CSCc2ccccc2)NC(=O)c2ccc([N+](=O)[O-])cc2)cc1 (configuration not stated)	4.2	3.3	0.6	-3.4	1.3	-0.3	-6.2	-8.8	3.8
C/C(=N\OC(=O)c1ccc(F)cc1)c1ccc(F)c(F)c1	-6.6	-1.3	5.9	·	-1.3	3.9	16.9	-4.9	0.5
CC(C)N(C(=O)CSc1nnc(NC(=O)c2ccco2)s1)C(C)C	-0.6	-0.9	-1.8	-6.3	-0.4	-0.2	14.5	-5.6	2.2
OC(COCc1ccccc1)CN1CCN(Cc2ccc3c(c2)OCO3)CC1 (configuration not stated)	·	-11.4	-16.5	4.4	1.4	5.3	-8.9	1.2	2.6
C[n+]1nc(Nc2cccc(F)c2)sc1-c1ccc(C(=O)O)cc1	6.6	·	·	·	1.2	·	16.7	·	0.8
Fc1ccccc1Cn1nnc2c(-n3ccnc3)ncnc21	8.2	-0.7	2.0	0.5	-2.0	4.0	-1.4	-2.4	-3.7
Cc1ccc(-c2nn(-c3ccccc3)cc2/C=C/C(=O)OCC(=O)NC2CC2)o1	-13.7	4.1	-6.5	-4.9	4.0	-6.2	22.5	-14.5	7.1
CC(C)(CO)NC(=O)C(c1ccccc1)c1ccccc1	10.3	6.5	-5.4	2.9	0.9	-2.8	8.2	-1.6	0.0
Cc1ccc2nc(SCC(=O)Nc3ncccn3)[nH]c2c1	-5.3	-11.5	-3.9	·	-1.6	3.7	20.4	9.7	1.3
CCC(=O)N(CCC(c1ccc(C)cc1)c1ccco1)Cc1ccco1 (configuration not stated)	-15.4	-3.8	-10.3	·	-3.1	-4.6	18.7	-4.8	-2.7
CCOC(=O)C(C)/C(C)=N/NC(N)=S (configuration not stated)	6.6	5.4	-7.6	4.0	-0.8	1.8	-9.2	3.8	-8.1
Cc1c(Br)ccc(NC(=O)CCN2C(=O)C3C4CCC(C4)C3C2=O)c1C (configuration not stated)	-15.6	-3.8	-2.6	2.1	1.7	-4.6	-1.1	-4.0	3.0
Nc1ncc([N+](=O)[O-])cc1Br	-13.2	-4.3	-8.4	·	-0.6	-2.4	0.8	-9.1	-1.9
CCOc1ccc(NC(=O)CN(C)CC(=O)Nc2cc(Cl)ccc2C#N)cc1OCC	-10.1	-17.2	-4.5	0.6	-1.2	3.6	-18.3	-3.7	-1.1
COC(=O)C/C=C/[C@@H](C)[C@@H](/C=N/O[C@@H](C)c1cn([C@H](CO)Cc2ccccc2)nn1)NS(=O)(=O)c1ccc(C)cc1	·	11.5	-15.1	-5.9	-2.8	-5.5	-5.7	1.5	-2.9
CCCN(CCC)C(=O)C1CC(=O)OC12CCCCC2 (configuration not stated)	0.4	-4.5	10.0	-0.3	-1.3	1.2	17.6	3.5	2.7

Later entries
SMILES	Mdm2 ligase inh	NPY-Y2 PAM-ag	NPY1 pot ag	NPY-Y1 antag	Runt-CBFb FRET	p97 ATPase inh	Hck Nef HTS	RBBP9 inh	Runt-SMMHC FRET
C=CCC(C(=O)OC)(C(=O)OC)c1ccc(C(F)(F)F)cc1[N+](=O)[O-]	1.2	-5.7	-0.7	4.3	-1.4	-1.1	6.9	-0.9	-0.8
CCC(C)C(=O)Nc1nc2ccc(OC)cc2s1 (configuration not stated)	-11.0	24.6	32.7	·	0.5	3.3	19.2	-1.8	3.0
COc1ccc(Cn2c(O)cc(=O)[nH]c2=O)cc1	-1.7	-8.3	-20.1	0.1	6.5	5.7	-0.7	4.5	11.7
CC(Sc1nc(-c2ccccc2)cc(C(F)(F)F)n1)C(=O)NCc1ccco1 (configuration not stated)	-14.7	10.0	-8.8	1.8	-0.6	-1.6	4.0	0.1	-1.2
O=c1cc(-c2ccc(F)cc2F)[nH]c2ccccc12	·	11.8	-9.9	-0.1	1.2	-3.0	-9.7	-6.2	1.5
COc1cccc(-c2nnn(CC(=O)O)n2)c1	6.9	-32.8	-47.4	26.3*	1.2	1.0	0.2	-7.6	-0.1

Limited to Hck Nef HTS, NPY-Y1 antag and Runt-SMMHC FRET (2 entries from above):
| mol | Hck Nef HTS | NPY-Y1 antag | Runt-SMMHC FRET |
| --- | --- | --- | --- |
| CCC(C)C(=O)Nc1nc2ccc(OC)cc2s1 (configuration not stated) | 19.2 | · | 3.0 |
| C=CCC(C(=O)OC)(C(=O)OC)c1ccc(C(F)(F)F)cc1[N+](=O)[O-] | 6.9 | 4.3 | -0.8 |
